High-throughput results (PubChem BioAssay)
A549 viability = counter-screen for Nrf2 inhibitors: cytotoxicity in A549 cells; Potency, µM (series often up to 46 µM), for inactives: top-dose activity change, negative = cytotoxicity, actives largely listed as inhibitors; hit rate 0.16% among 390,000; A549 ARE-Fluc cells, CellTiter-Fluor viability, 18-24 h; note: potency is the fitted concentration of half-maximal effect; % is set by controls: 0 for no effect and ±100 for the full control effect
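A549 ARE_Fluc cells in 5% FBS OPTI-MEM were exposed to compounds in concentration-response for 18-24 h at 37 deg C. Viability was read by CellTiter-Fluor fluorescence (Ex 405/Em 525) after 30 min, before the luciferase read.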
ATXN viability = reduces viability in counter-screen for ATXN expression inhibitors; Potency, µM (doses to about 56.7 µM), hits mostly cytotoxic; S2 cells (HEK-293 line with an ATXN2-luciferase reporter) viability, CellTiter-Fluor protease fluorescence, 24 h; hit rate 0.49% among 400,000; note: potency is the fitted concentration of half-maximal effect; nearly all actives have a fitted effect of over 40% in size
Nrf2 block = blocks Nrf2 signaling; A549 ARE-Fluc reporter, luciferase luminescence, 18-24 h; Potency, µM (doses to about 46 µM), inactives show at the top dose activity change, negative = inhibition, most hits filed as inhibitors; hit rate 2.1% among 360,000; AID 504444; note: potency is the fitted concentration of half-maximal effect; % is set by controls: 0 for no effect and ±100 for the full control effect; nearly all actives have a fitted effect of over 60% in size
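Two sequential reads on A549 ARE_Fluc cells exposed to compound for 18-24 h: a CellTiter-Fluor fluorescence read for viability, then a luciferase luminescence read for Nrf2/ARE activity.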
MCF10A rerep = DNA re-replication induction in MCF 10a cells. MCF 10A DNA re-replication, Hoechst nuclear intensity, 48 h. hit rate 2.9% among 350,000. Potency, µM (series often up to 46.1 µM), for inactives: at the highest dose activity, positive = re-replication, actives largely listed as activators; note: potency is the fitted concentration of half-maximal effect; % of control where 0% means no effect; nearly all actives have a fitted effect of over 50% in size
TGFb SMAD3 inh = TGF-b pathway inhibition; HepG2 CAGA-GFP TGF-b/SMAD3 reporter, GFP fluorescence, 18 h; TGF-beta stimulated, 500 pg/mL final; Potency, µM (doses to about 46.1 µM), for the others: at the highest dose activity, negative = inhibition, usual class: inhibitors; hit rate 1.2% among 410,000; AID 588855; note: potency is the fitted concentration of half-maximal effect; % is set by controls: 0 for no effect and ±100 for the full control effect; nearly all actives have a fitted effect of over 65% in size
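HEPG2 CAGA-GFP, 1000 cells/well; 2 h settle, 37 C; cpd via pin tool; TGF-b 500 pg/mL final; 18 h, 37 C; GFP imaging ex488/em500-530; %Activity normalised to -TGF-b and +DMSO controls; CRC fit, curve class.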
ATXN2 expr inh = inhibitors of ATXN2 expression; hit rate 0.72% among 360,000; Potency, µM (top dose mostly 57 µM), without a hit: at the top dose activity change, negative = inhibition, most hits filed as inhibitors; AID 1745845; HEK-293 ATXN2-luciferase reporter, luminescence, 24 h; note: potency is the fitted concentration of half-maximal effect; % is set by controls: 0 for no effect and ±100 for the full control effect; nearly all actives have a fitted effect of over 55% in size
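qHTS (up to 57 uM final) was run with 24 h compound exposure of reporter cells at 37 °C. Each well was multiplexed: SteadyGlo luminescence measured ATXN2-luciferase expression after a fluorogenic Gly-Phe-AFC viability readout (25 uM final).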
Nrf2 activator = Nrf2 pathway activation | AREc32 ARE-luciferase reporter (MCF7-derived line), luminescence, 24 h | Potency, µM (top dose mostly 46.1 µM), for inactives: at the highest dose activation, usual class: activators | hit rate 0.31% among 410,000 | AID 624171; note: potency is the fitted concentration of half-maximal effect; % of control where 0% means no effect; nearly all actives have a fitted effect of over 65% in size
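AREc32 cells carrying an ARE-driven firefly luciferase, 1000 cells/well in OPTI-MEM with 5% FBS, dosed after overnight attachment and incubated 24 hr at 37 deg C. Steady-Glo luminescence read after 30 min at RT.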
IL1B secr inh = inhibitors of inflammasome signaling (IL-1 beta secretion); THP-1 LPS/ATP IL-1B secretion, AlphaLISA, 16 h; hits give low values; activity change, % at 57.5 µM; hit rate 4.7% among 360,000; AID 743279; in the data active = activity change below about -50%; inconclusive = mostly about -30% to -49%; note: % is set by controls: 0 for no effect and ±100 for the full control effect
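THP-1 cells pretreated 1 hr with compounds (up to 57.5 uM final), then stimulated with LPS (250 ng/mL final) plus ATP (1.25 mM final); secreted IL-1B measured by AlphaLISA after 16 hr, decreased signal indicating inhibition.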
HepG2 viability = counter-screen for TGF-b inhibitors: cytotoxicity in HepG2 cells. HepG2 CAGA-GFP viability, ATP luminescence, 18 h. Potency, µM (doses to about 46.1 µM), for the others: at the top dose activity change, negative = cytotoxicity, usual class: cytotoxic. hit rate 0.76% among 410,000; note: potency is the fitted concentration of half-maximal effect; some results filed as inactive show a strong effect at the top dose
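CellTiter-Glo luminescence gave cytotoxicity after 18 hours at 37 degrees C. The cells were HepG2 CAGA-GFP in 1% FBS DMEM, stimulated with 500 pg/mL TGF-beta after compound addition. %Activity was normalised to no-cell wells (complete cell-killing) and DMSO (no toxicity), and curves were fitted and classified.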
* hit, by the source's call; i = inactive; ? = inconclusive; / = not tested or not shown; & = joins results of further samples; [ ] = another dose, or the depositor's remark. Unless noted, calls come from the whole dose curve; as a rule, active = well fitted curve in the direction sought with a large enough effect; inconclusive = small, poorly fitted or top-dose-only effect, or another doubt; inactive = no such curve, though single readings can be large; an effect the other way counts as inactive or inconclusive. Hits appear at their usual frequency. About 8.8% of those tested had a hit in this group.

SMILES	A549 viability	ATXN viability	Nrf2 block	MCF10A rerep	TGFb SMAD3 inh	ATXN2 expr inh	Nrf2 activator	IL1B secr inh	HepG2 viability
COc1cccc(-c2nc(CSCC(=O)NCC3CCCO3)c(C)o2)c1 (stereo not given)	/	i	-16%	2%	3%	9%	-0.6%	23	-23%
COc1ccccc1NC(=O)CN(c1ccc([N+](=O)[O-])cc1)S(=O)(=O)c1ccccc1	5%	i	7%	-3%	21%	-6%	0.1%	1	-11%
Cc1nc(NC(=O)c2ccccc2)sc1C1(C)CC(c2c(Cl)cccc2Cl)=NO1 (stereo not given)	-3%	?	-25%	?	?	-8%	9.0%	38	-9%
CSC1=NC2(C[C@H]2c2ccccc2)C(=O)N1C (stereo not given in full)	-16%	i	-1%	-12%	1%	-1%	0.2%	10	7%
CC1SCC(=O)N(CC(=O)NCc2ccccc2)C1=O (stereo not given)	0%	i	8%	11%	-4%	/	3.1%	18	-2%
Cc1ccc(SCC(=O)OCC(=O)NCc2cccs2)cc1	7%	i	-3%	-23%	-16%	-16%	0.2%	25	3%
COc1ccc(NC(=O)c2ccc(CNc3c(NC4CCCCC4)c(=O)c3=O)cc2)c(OC)c1	0%&1%	i	-19%&14%	1%&-2%	-13%&5%	-11%&-15%	0.3%&-0.4%	6&-6	-3%&7%
COc1ccccc1NC(=O)Nc1nc(CC(=O)NCc2ccccn2)cs1	1%	i	6%	?	3%	0%	4.3%	15	-8%
CCOc1ccc(C(=O)CCC(=O)N2CCC(C(=O)OC)CC2)cc1	18%	i	18%	?	-2%	/	0.2%	13	-15%
Cc1ccc(C(=O)NCCSc2c[nH]c3ccccc23)cc1C	14%	i	-4%[9.27 µM]	/	?	-4%	6.3%	/	-29%
O=C(Cc1ccccc1)Nc1ccccc1C(=O)O	8%	i	?	14%	1%	15%	0.7%	13	3%
CCCCCOC(=O)C1[C@H]2C(=O)N(c3ccccc3CC)C[C@]23C=C[C@H]1O3 (stereo not given in full)	4%	i	16%	13%	16%	-2%	-0.5%	4	-4%
Cc1cc2ccccc2cc1C(=O)c1ccccc1	2%	i	?	?	16%	8%	1.7%	43	-8%
O=C1c2cccc([N+](=O)[O-])c2C(=O)N1CCO	-1%	i	5%	-3%	7%	6%	-0.5%	10	5%
CCc1cccc(CC)c1NC(=O)COC(=O)c1cccc(-c2ccc(OC(C)=O)cc2)c1	10%	i	-19%	-3%	0%	-2%	-0.8%	2	-8%
CCN(C(=O)C1CCCN(c2nc(-c3ccc(OC)cc3)no2)C1)c1ccc(OC)cc1 (stereo not given)	-5%	?	-15%	19%	?	-25%	3.3%	13	-29%
O=C(O)c1cccc2c1C(=O)N(c1ccccc1)C2	-2%	i	6%	3%	1%	-24%	-0.2%	0	-3%
Cc1c(C(=O)Nc2ccccc2)cnn1-c1ccccc1	-8%	i	?	0%	20%	46%[activator]	0.5%	?	-34%
CCNC(=O)C1(C)CCCN(C(=O)c2ccc3c(c2)C(C)(C)CCC3(C)C)C1 (stereo not given)	/	?	/	/	2%	-29%	0.2%[9.22 µM]	41	-29%
COc1ccc(N2C(=O)CC(N(CCc3ccccc3)C(=O)c3ccccc3)C2=O)cc1 (stereo not given)	-8%	i	-7%	-3%	9%	-11%	-0.5%	26	3%
C[C@H](CO)N1C[C@H](C)[C@@H](CN(C)Cc2ccc(Cl)c(Cl)c2)Oc2c(NC(=O)CCC(F)(F)F)cccc2C1=O	-14%	?	18µM*	?	13µM*	?	-2.1%	-70*	-92%
O=S(=O)(N1CCOCC1)N1CCN(c2ccccc2F)CC1	-4%	i	-18%	-1%	-1%	2%	0.4%	3	0%
O=Cc1ccc(N2Cc3ccccc3C2)cc1	1%	?	6%	8%	?	?	-0.6%	-19	-21%
COc1cc(C(=O)O/N=C(\N)c2ccncc2)cc(OC)c1OC	-27%	i	?	-6%	14%	12%	2.2%	-14	1%
COc1cccc(-c2nc(CS(=O)(=O)CC(=O)NCc3cccc(Cl)c3)c(C)o2)c1	-6%	/	-1%	/	?	/	-0.6%	/	-15%
Cc1ccc(C(NC(=O)NN2CCN(C)CC2)C(Cl)Cl)cc1F (stereo not given)	-12%	i	?	11%	-16%	8%	3.1%	-7	-7%
CCOC(=O)C1=C[C@@H](C(C)(C)C)N(S(=O)(=O)c2ccc(C)cc2)[C@H]1c1ccc(F)cc1	/	i	/	/	?	-20%	1.0%	25	-27%
COc1cc(/C=C/C(=O)OCC(=O)NCCCc2ccccc2)cc(OC)c1OC	7%	i	-7%	6%	19%	2%	0.5%	-15	1%
CSCC[C@H](NC(=O)OC(C)(C)C)c1nnc(SCC(=O)Nc2ccc(C)cc2C)o1	13%	i	/	1%	1%	0%	-1.2%	4	-1%
CCn1c(N2CCN(C(c3ccccc3)c3ccccc3)CC2)nc2c1c(=O)[nH]c(=O)n2C	-13%	i	4%	-3%	9%	/	2.9%	29	6%
COc1ccc(-n2nnnc2C2CCN(S(=O)(=O)c3cc(Cl)ccc3OC)CC2)cc1	-8%	/	?	/	?	/	0.1%	/	-20%
Cc1cccc(C2c3[nH]c4ccccc4c3CCN2C(=O)Cc2n[nH]c(C)n2)n1 (stereo not given)	1%	i	-2%	-11%	-15%	-8%	5.2%	-1	-17%
O=C(NCc1ccncc1)c1cccc(S(=O)(=O)N2CCc3ccccc32)c1	-10%	i	?	18%	?	?	0.6%	-12	-36%
CCC(C)[C@H](NC(=O)Nc1cccc(Cl)c1)C(=O)O (stereo not given in full)	-3%	i	25%	-7%	1%	-7%	0.3%	5	7%
Cc1nn(Cc2ccc(C(=O)N3CCOCC3)o2)c(C)c1Br	9%	i	3%	10%	5%	0%	-0.5%	-15	12%
COc1ccc(-c2cc(C(=O)Nc3ccc(OC)cc3OC)no2)cc1	2%	i	6%	0%	22%	/	1.8%	33	11%

Reformatted: results already given.
SMILES | A549 viability | ATXN viability | Nrf2 block | MCF10A rerep | TGFb SMAD3 inh | ATXN2 expr inh | Nrf2 activator | IL1B secr inh | HepG2 viability
COc1ccc(-n2nnnc2C2CCN(S(=O)(=O)c3cc(Cl)ccc3OC)CC2)cc1 | -8% | / | ? | / | ? | / | 0.1% | / | -20%
Cc1cccc(C2c3[nH]c4ccccc4c3CCN2C(=O)Cc2n[nH]c(C)n2)n1 (stereo not given) | 1% | i | -2% | -11% | -15% | -8% | 5.2% | -1 | -17%

Next section:
SMILES	A549 viability	ATXN viability	Nrf2 block	MCF10A rerep	TGFb SMAD3 inh	ATXN2 expr inh	Nrf2 activator	IL1B secr inh	HepG2 viability
Cc1ccc(-n2c(SCC(N)=O)nnc2-c2ccco2)cc1	-9%	?	-14%	-6%	-28%	-3%	-0.3%	4	-16%
NC(=O)C[C@@H]1N[C@]2(C(=O)Nc3ccccc32)[C@@H]2C(=O)N(c3cc(C(F)(F)F)ccc3Cl)C(=O)[C@H]12	-12%	i	25%	-3%	4%	-1%	-0.8%	19	-16%
Cc1ccsc1/C=N/N1CCN(c2ccccn2)CC1	1%	i	?	1%	0%	13%	-0.3%	-16	-2%
CCOC(=O)c1cc(S(=O)(=O)NCC2CCN(Cc3cccc(C)c3)CC2)cn1C	-1%	i	-8%	13%	-5%	-11%	-0.4%	-29	-17%
CC(=O)Nc1ccccc1C(=O)C(=O)Nc1ccc(F)c(Cl)c1	-2%	i	8%	-2%	5%	/	29%	-1	-5%
CC(C)CNc1ncnc2c1ncn2[C@H]1CN(C2CCCC2)C[C@@H](CO)O1	/	i	/	/	7%	3%	0.2%	13	0%
O=C(c1cc(-c2ccc(Cl)cc2)on1)N1CCOCC1	-4%	i	?	8%	2%	-18%	-1.5%	-8	-49%
COc1ccc2c(c1)[nH]c1c(=O)n(CCCn3ccnc3)cnc12	-4%	i	4%	0%	-1%	1%	2.6%	28	7%
CCC(CC)NC(=O)c1cccc([N+](=O)[O-])c1C	0%	i	-9%	1%	-3%	1%	-0.2%	10	-10%
CC(=O)c1cc(Cl)ccc1OCC(=O)Nc1cccc(S(=O)(=O)N2CCCC2)c1	-9%	i	?	-4%	-11%	5%	2.1%	1	-2%
Cc1ccc(S(=O)(=O)CCN2CCC(O)(c3ccccc3)CC2)cc1	-1%	i	0%	7%	-10%	13%	6.3%	-28	1%
CNC(=O)C(=O)Nc1ccc(C)cc1C	1%	i	4%	-4%	4%	23%	0.2%	0	1%
COc1ccccc1NC(=O)C1=C(C)Nc2nc(SCc3cccc(F)c3)nn2C1c1ccc(C(=O)O)cc1 (stereo not given)	1%	/	8%	/	26%	/	0.3%	/	-3%
COc1ccc(C)cc1S(=O)(=O)NC(C)c1cnn(-c2ccccn2)c1C (stereo not given)	1%	i	6%	9%	10%	15%	-0.3%	-9	-2%
O=[N+]([O-])c1ccc(C=Nc2cccc3ccccc23)s1	-10%	?	28%	21µM*	16µM*	-10%	?	-97*	25µM*
COc1ccc(NC(=S)N2CCCC(CO)C2)c(OC)c1 (stereo not given)	-8%	i	-13%	-3%	-4%	10%	-0.8%	23	-28%
CN(C)S(=O)(=O)c1ccc(Cl)c(-c2nnc3n2CCCCC3)c1	-10%	i	17%	1%	6%	15%	0.0%	-10	5%
Cc1nc2ccccn2c1C(=O)CSc1ccccc1	4%	i	37%	7%	-24%	7%	0.9%	-24	-23%
CCC(=O)Nc1cccc(-c2cn3c(C)csc3n2)c1	1%	i	/	/	-1%	16%	-0.3%	/	-12%
Cn1c(CCc2ccccc2)nnc1SCC(=O)N1CCOCC1	-4%	i	-1%	3%	6%	8%	0.0%	15	-16%
c1ccc(NCCC2OCC3(CO2)COC(CCNc2ccccc2)OC3)cc1 (stereo not given)	-7%	i	?	?	23%	-2%	0.3%	-1	-8%
COc1ccc(C(=O)CC(=O)C(=O)Nc2ccc(Cl)cc2)cc1	0%	i	6%	17%	20%	1%	1.9%	3	-9%
